Assay outcomes from PubChem BioAssay.
NPR1 activator – GC-A (human) enzyme activation | P16066 | HEK293 GC-A cells, cGMP TR-FRET, EC30 ANP; 0% at EC30 ANP, 100% saturating ANP | activation, % at 10 µM | 370,000 compounds, 0.14% hits | AID 1671463; in the data active = activation above about 40%
ssDAF-12 act – activates DAF-12 receptor from parasite S. stercoralis; HEK293 ssDAF-12/GRIP1 lit1-tk-luc reporter, luminescence; % of 3 µM dafachronic acid response; activation, % at 6.8 µM; 370,000 compounds, 1% hits;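 active = activation above the mean over all tested compounds plus 3 SD, cut at about 0.9% in these data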;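 also: 0% = DMSO-only wells and 100% = 3 µM delta7-dafachronic acid wells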
ADAM17 inh – inhibits human ADAM17; recombinant ADAM17, EDANS/DABCYL FRET peptide cleavage; inhibition, % at 6.95 µM; 370,000 compounds, 0.83% hits; AID 720648;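 active = inhibition above the mean of compounds lying between control limits plus 3 SD, set per campaign, cut at about 8.5% in these data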;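 also: 0% = DMSO-only wells as the low control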
DAX1 inh-1 – inhibits human nuclear receptor DAX1; HEK293 Gal4-DAX1 luciferase reporter, luminescence; inhibition, % at 6.75 µM; 340,000 compounds, 0.99% hits; AID 504766;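 active = inhibition above the mean over all tested compounds plus 3 SD, cut at about 4.2% in these data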;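 also: 0% = DAX1-transfected cells with DMSO and 100% = empty-vector control cells with DMSO; inhibition shows as a rise in luminescence from relieved DAX1 repression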
Target sequence (P51843 207-470 limits assumed): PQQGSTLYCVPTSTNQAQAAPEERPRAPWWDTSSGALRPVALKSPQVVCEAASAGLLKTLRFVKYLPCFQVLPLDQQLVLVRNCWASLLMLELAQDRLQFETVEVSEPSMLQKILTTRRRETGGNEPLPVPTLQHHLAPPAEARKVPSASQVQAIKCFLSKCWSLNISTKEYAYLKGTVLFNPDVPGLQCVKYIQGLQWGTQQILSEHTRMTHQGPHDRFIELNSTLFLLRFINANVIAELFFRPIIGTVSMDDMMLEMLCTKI
ADAM10 inh – inhibitors of human ADAM10; O14672; recombinant ADAM10, EDANS/DABCYL FRET peptide cleavage, 3 h; inhibition, % at 7 µM; 370,000 compounds, 0.62% hits;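 active = inhibition above a per-campaign cutoff equal to the mean of compounds falling between control-based bounds plus 3 SD, cut at about 20% in these data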;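 also: 0% = DMSO wells while the 100% control is not disclosed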
Target sequence (O14672 214-748 limits assumed): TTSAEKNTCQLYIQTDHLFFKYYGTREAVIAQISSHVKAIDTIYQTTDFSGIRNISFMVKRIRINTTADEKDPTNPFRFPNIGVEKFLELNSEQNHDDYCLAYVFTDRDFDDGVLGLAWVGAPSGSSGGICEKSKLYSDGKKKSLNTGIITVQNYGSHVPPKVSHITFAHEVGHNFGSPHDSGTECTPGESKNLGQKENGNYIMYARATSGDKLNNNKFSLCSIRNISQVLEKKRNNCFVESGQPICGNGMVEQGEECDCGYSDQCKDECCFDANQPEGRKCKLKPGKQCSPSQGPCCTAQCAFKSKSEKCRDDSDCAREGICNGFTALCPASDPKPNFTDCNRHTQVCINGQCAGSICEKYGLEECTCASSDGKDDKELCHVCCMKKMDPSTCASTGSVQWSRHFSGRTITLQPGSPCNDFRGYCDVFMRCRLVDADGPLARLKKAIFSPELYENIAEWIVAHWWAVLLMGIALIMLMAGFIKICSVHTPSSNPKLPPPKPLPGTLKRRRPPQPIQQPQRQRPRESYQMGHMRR
GAA850 FXN act – increases GAA850 frataxin promoter reporter activity | HEK293 lucGAA850 FXN promoter luciferase reporter, 24 h; percent of 10 µM SAHA response | activation, % at 6 µM | 360,000 compounds, 0.56% hits;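 active = activation above the average of all compounds screened plus 3 SD, cutoff fixed separately per campaign, cut at about 7.5% in these data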;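 also: 0% = DMSO wells and 100% = 10 µM SAHA wells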
PG9 binder – PG9 antibody binding by small molecule | TR-FRET gp120-PG9 antibody binding | inhibition, % at 6.7 µM | 360,000 compounds, 0.43% hits; in the data active = inhibition above about 8.5%
hcDAF12 agonist – activators of H. contortus DAF-12 nuclear receptor; HEK293 hcDAF-12 lit1-tk-luc reporter, luminescence; 0% DMSO, 100% Δ7-dafachronic acid; activation, % at 6.8 µM; 370,000 compounds, 1.4% hits;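 active = activation above the mean of all tested compounds plus 3 SD, cut at about 5.5% in these data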;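 also: 100% = response to 3 µM Δ7-dafachronic acid high control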
SMARCA2 act – activators of SMARCA2 function; MG213 cells, MMTV-luciferase reporter, dexamethasone, overnight; activation, % at 9.1 µM; 370,000 compounds, 1% hits; in the data active = activation above about 7.8%;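 also: 0% = vehicle wells and 100% = reference activator wells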
hgDAF-12 ag – hgDAF-12 agonism, primary luciferase screen; HEK293 GAL4-hgDAF12 UAS-luciferase reporter, agonist luminescence; normalized to butyrate control; activation, % at 6.8 µM; 370,000 compounds, 1.8% hits; AID 687014;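 active = activation above a cutoff set at the mean of all screened compounds plus 3 SD, cut at about 10% in these data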;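 also: 0% = DMSO wells and 100% = sodium butyrate wells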
DAX1 inh-2 – DAX1 (NR0B1) inhibition, primary screen | HEK293T StAR-luciferase reporter, SF-1/DAX-1 repression relief | inhibition, % at 6.8 µM | 370,000 compounds, 1.1% hits | AID 652010;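 active = inhibition above the mean over all tested compounds plus 3 SD, cut at about 3.6% in these data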;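 also: 0% = DAX-1 cells with DMSO and 100% = cells lacking DAX-1 with DMSO; higher inhibition means more luminescence from relief of DAX-1 repression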
* = called active by the depositor; i = inactive; nt = no result given.

compound,NPR1 activator,ssDAF-12 act,ADAM17 inh,DAX1 inh-1,ADAM10 inh,GAA850 FXN act,PG9 binder,hcDAF12 agonist,SMARCA2 act,hgDAF-12 ag,DAX1 inh-2
COc1ccccc1C(=O)NCC(=O)N/N=C/c1ccc([N+](=O)[O-])cc1,2,-1.4,1,-0.4,-2,3.2,-3.0,-1.0,1,-0.9,0.0
CCOC(=O)C1=C(c2ccccc2)NC(=O)NC1c1cc(Br)c(O)c(OC)c1 (stereo not given),-42,-1.6,10*,-0.5,-1,0.9,-1.5,-0.8,6,-2.3,-0.6
CCOC(=O)c1sc2nc(CSc3ccccc3)nc(NCCN(C)C)c2c1C,-4,-2.0,-2,-0.6,-1,-1.4,-3.2,-1.0,3,0.8,-0.8
N#Cc1nc(Cc2ccccc2)oc1NCCc1ccccc1,0,-0.7,2,0.4,7,3.8,-0.5,2.8,3,7.4,1.5
Cc1cc(C)n2nc(C(=O)OCC(=O)N(C)Cc3ccccc3)nc2n1,5,-1.1,-4,0.8,-3,-0.7,0.5,-1.3,-3,0.2,-1.8
Cc1ccc2nc(NC(=O)C3CCN(S(=O)(=O)c4cccc5nsnc45)CC3)sc2c1,7,-0.6,1,0.3,4,-0.4,-0.1,-1.6,-1,-3.0,-0.2
COCCn1c(C(C)C)nc2oc3ccccc3c(=O)c2c1=O,-1,-1.5,-2,-0.1,-8,-1.0,-1.5,-2.2,-2,-0.7,-0.2
N#Cc1cnc2nc(SCc3ccccc3)nn2c1,-1,0.2,-2,2.4,-5,4.0,-2.1,5.1,2,8.9,2.6
CN1CCN(C(=O)CSc2nc(-c3ccncc3)ccc2C#N)CC1,2,-1.0,-11,-0.1,-31,-1.0,1.2,-0.3,0,1.5,0.2
Cn1c(=O)c2c(nc(N3CCOCC3)n2CCCNC2=NCCC2)n(C)c1=O,6,-0.9,-1,0.5,15,-0.8,-0.7,0.0,2,3.0,-0.7
C=CCc1cc(Cl)ccc1OCCOCCNCCOC,2,-1.3,-5,-0.2,-10,-2.3,-0.9,-1.6,-1,-1.6,0.3
Cc1ccc(NC(=O)CN(C)C(=O)C(C)N2CCN(Cc3ccccc3C)CC2)cc1 (stereo not given),-9,-0.9,1,0.7,-5,-0.1,0.6,-1.8,-3,0.2,-0.3
CCOc1ccc(NC(=O)[C@@H](NC(=O)OCc2ccccc2)[C@@H](C)CC)cc1,-1,-1.4,-3,-0.9,-1,-1.2,-0.9,0.3,-1,-2.4,0.3
COc1ccc(NC(C)=O)cc1NC(=O)CCn1c(=O)sc2ccccc21,3,-1.1,-3,0.1,-1,1.4,-1.7,-1.2,-2,-1.3,0.6
COc1ccc(Br)cc1CN1C(=O)NC2(CCCCCC2)C1=O,-3,-1.1,3,-0.1,6,1.8,-1.2,-1.0,-1,0.7,0.1
CC(C)C[C@@H](CN1CCC[C@H]1CN1C(=O)C(=O)NC[C@@H]1Cc1ccccc1)N1C[C@H](Cc2ccccc2)N(CCc2ccccc2)C(=O)C1=O,-4,-1.0,-2,nt,-15,nt,1.6,-2.5,-4,-1.3,-1.3
COc1ccc(-n2cc(-c3ccccc3)c3c(N4CCOCC4)ncnc32)cc1,-5,-1.9,-3,-0.7,-5,-5.0,-0.6,-1.4,1,-5.6,-1.8
CCOc1nonc1C(=N)/C(C(C)=O)=C(\C)O,-2,-0.3,-2,0.4,5,-1.4,0.9,0.4,0,0.5,0.2
Nc1c2c(nc3c1CCCC3)CCCC2 (tested in a mixture with another compound),4,-0.7,-1,0.4,-4,2.1,-1.4,0.7,-3,-0.9,-0.1
Cc1c(-c2ccnc3cc(C(=O)O)nn23)cnn1C,-1,-1.3,-325,-1.6,i,0.9,-0.7,0.0,0,-0.9,0.0
CC1CCCCN1C(=O)c1cc(-c2ccc(Cl)c(Cl)c2)on1 (stereo not given),5,-0.9,-2,1.3,5,5.9,0.2,-1.1,2,6.7,0.4
O=C(Cc1c(O)c2ccccc2[nH]c1=O)NC1CCCCCC1,2,-1.3,-11,-1.4,-22,-1.2,-0.8,0.5,-1,1.1,1.0
CCOc1ccc(CN2CCSCC2)cc1,5,-1.3,-2,1.2,-3,-0.4,-0.8,0.6,-2,-1.2,-0.1
Cc1ccc(C=Nc2ccccc2C(N)=O)cc1,-1,-0.4,-389,1.2,i,-1.3,-0.1,5.9*,3,12*,0.1
Cc1ccc(S(=O)(=O)NCCC(=O)Nc2cccc(Cl)c2)cc1,1,-1.2,-1,-0.9,15,1.6,-2.3,1.9,0,1.6,-0.1
COc1ccc(C)cc1S(=O)(=O)N(CC(=O)N1CCOCC1)c1cc(C)cc(C)c1,-20,-1.4,2,0.3,-2,0.1,-0.7,-0.5,-3,-0.3,-1.1
Cc1ccc(CNC(=O)c2csc3c2CCCCC3)cc1,3,-1.1,0,0.2,6,1.9,-1.7,-1.2,3,-0.8,0.1
COc1cccc(C(=O)Nc2ccc(C(=O)c3ccccc3)cc2)c1,-3,-1.8,0,-1.9,8,0.6,-0.7,-2.2,-4,-0.6,-0.9
Cc1ccc(OCc2ccc(C(=O)NN)o2)cc1C,1,-0.9,1,2.2,3,1.6,-1.2,1.3,1,1.5,0.2
COc1ccc(-c2cc(C(=O)N3CCN(c4ncccn4)CC3)c3ccccc3n2)cc1OC,2,-1.7,-30,-2.3,-76,-4.6,0.6,-3.4,1,-4.7,-5.5
OCC1CCCCN1C(=S)Nc1ccc(Cl)cc1Cl (stereo not given),3,-1.5,-3,1.3,-5,3.9,0.2,0.4,-1,-0.9,1.1
O=[N+]([O-])c1cccnc1N1CCC(c2cc(-c3cccc(C(F)(F)F)c3)n[nH]2)CC1,-10,-1.4,11*,-0.8,20*,1.1,-1.4,-1.7,-5,-2.3,-1.7
CN1CCN(CCc2nc3cc(NC(=O)COc4ccccc4)ccc3n2C)CC1,0,-1.0,-5,0.5,-15,1.1,-0.9,-2.1,-2,-0.1,0.3
COc1ccc(C)cc1NC(=O)CNC(c1ccccc1)c1ccc(C)cc1 (stereo not given),-10,-1.1,-2,-1.6,4,-3.1,-0.1,-1.5,-2,-0.6,-1.4
COC(=O)CCCNC(=O)c1ccc(OS(=O)(=O)c2cc([N+](=O)[O-])ccc2C)cc1,1,-1.3,1,0.7,3,-0.6,-0.6,-1.8,-2,-2.3,-0.7
COc1ccc(-c2nnc(SCC(=O)Nc3ccc(C)cc3)n2C)cc1,3,-0.1,-2,-1.4,-3,0.5,-1.0,-0.3,0,0.1,-0.4
O=C(NCc1ccccc1)C(Cc1ccccc1)N1C(=O)C2C3CCC(C3)C2C1=O (stereo not given),1,-2.0,-1,-0.1,-10,-2.1,1.6,-0.9,-5,1.2,0.3
CCCn1c(=O)c2c(nc3n2CCCN3Cc2ccccc2)n(C)c1=O,6,-1.2,-2,0.4,-3,-2.5,0.6,0.0,-2,-3.4,0.0
O=C(C1CCC(=O)N(C2CC2)C1)N1CCC(Oc2cccc(F)c2)CC1 (stereo not given),1,-0.6,-5,1.4,-6,2.8,0.3,-0.4,-1,-1.6,-1.4
COCCNc1c(-c2ccc(OC)c(OC)c2)nc2ccc(Cl)cn12,8,-1.9,-48,-1.6,-207,2.2,-0.6,-3.8,4,-3.8,-0.2
COc1ccc(C(=O)C2CCCN(Cc3cc(Cl)ccc3O)C2)c(OC)c1 (stereo not given),-21,-1.5,5,-0.9,10,-3.1,-1.0,-0.6,-1,-2.1,-0.3
CC(=O)N1CCN2C(=O)C1CCCC(=O)c1cc(C3CCCCC3)ccc12 (stereo not given),6,-0.5,-2,4.3*,-4,3.2,1.2,-1.0,1,2.4,0.7
COc1cc(Cl)ccc1OCc1cc(C(=O)N(C)Cc2nnc(C)o2)no1,8,-0.5,4,0.3,-6,6.8,-1.9,2.2,1,2.8,1.6
Cc1ccc(NS(=O)(=O)c2ccc(-c3ccc(=O)[nH]n3)o2)cc1Cl,-3,-1.0,2,0.3,0,4.4,2.5,2.0,1,0.1,-1.6
Cc1nonc1NC(=O)CSc1nc(C2CCCCC2)nc2ccccc12,-2,-1.2,1,-2.3,5,-1.9,-0.3,-1.4,-2,-1.5,-0.7
Oc1ccc(C[C@H]2CNC(=S)N2C[C@H]2CCCN2C[C@H](Cc2ccccc2)N2C[C@H](Cc3ccc(O)cc3)N(CC3CCCCCC3)C2=S)cc1,3,-1.1,6,nt,9,nt,0.6,-0.7,1,-1.9,-0.6
CC1(C)CC(=O)C=C(Nc2ccc(C(=O)O)cc2)C1,2,-1.3,-13,0.7,-31,0.6,0.0,-1.1,-1,-1.3,-0.3
O=C(c1cccc([N+](=O)[O-])c1)N1CCCC(C(=O)N2CCN(c3ccccc3)CC2)C1 (stereo not given),-3,-1.3,0,1.6,-5,0.1,-4.2,0.5,-1,-0.3,0.4
COCCNC(=S)N1CCC(NC(=O)Nc2ccc(C)cc2)CC1,5,-1.3,0,1.4,-1,-0.7,-1.0,-0.3,0,-2.9,0.3
CCc1nnc(NC(=O)C2CCCN2C(=O)Nc2ccc(Cl)cc2)s1 (stereo not given),1,-1.1,1,1.0,-3,-0.8,0.5,-2.0,-3,-1.4,-0.2

More structures:
compound,NPR1 activator,ssDAF-12 act,ADAM17 inh,DAX1 inh-1,ADAM10 inh,GAA850 FXN act,PG9 binder,hcDAF12 agonist,SMARCA2 act,hgDAF-12 ag,DAX1 inh-2
COc1cc(C(=O)NCCC2=CCCCC2)ccc1OCc1c(C)noc1C,2,-1.8,0,-0.2,-10,0.6,-1.6,-2.0,4,-1.1,0.0
Cn1c(COc2ccc(Cl)cc2)nnc1SCC(=O)NC1CC1,3,-1.6,-1,0.4,3,0.9,2.2,-0.1,0,0.2,0.0
O=C(O)CSc1c(Cl)c(=O)oc2ccc(Cl)cc12,0,-0.6,-1,2.4,1,1.1,-2.2,-0.4,3,2.2,0.5
COc1ccccc1NS(=O)(=O)c1cc(NC(=O)c2ccc3c(c2)OCCO3)ccc1C,-3,-1.8,3,-1.0,9,0.8,2.5,-1.6,-2,-4.3,-0.7
O=C(NCCCCNC(=O)c1ccc(Cl)s1)c1ccc(Cl)s1,2,-1.1,-2,-0.2,4,1.7,5.5,-1.6,1,-2.6,-0.5
O=C(OCC(=O)N1CCCc2ccccc21)c1ccc(F)c(S(=O)(=O)N2CCOCC2)c1,-1,-1.4,-1,-1.9,-8,1.5,0.0,-0.9,-1,3.4,-0.7
N#CC1(C#N)OC12CCS(=O)(=O)c1ccccc12 (stereo not given),1,-0.5,-9,0.7,-16,0.4,1.4,-1.6,-4,-2.4,-0.6

Some of the entries so far, with each value named:
O=C(O)CSc1c(Cl)c(=O)oc2ccc(Cl)cc12
  NPR1 activator: 0
  ssDAF-12 act: -0.6
  ADAM17 inh: -1
  DAX1 inh-1: 2.4
  ADAM10 inh: 1
  GAA850 FXN act: 1.1
  PG9 binder: -2.2
  hcDAF12 agonist: -0.4
  SMARCA2 act: 3
  hgDAF-12 ag: 2.2
  DAX1 inh-2: 0.5
N#CC1(C#N)OC12CCS(=O)(=O)c1ccccc12 (stereo not given)
  NPR1 activator: 1
  ssDAF-12 act: -0.5
  ADAM17 inh: -9
  DAX1 inh-1: 0.7
  ADAM10 inh: -16
  GAA850 FXN act: 0.4
  PG9 binder: 1.4
  hcDAF12 agonist: -1.6
  SMARCA2 act: -4
  hgDAF-12 ag: -2.4
  DAX1 inh-2: -0.6
